pPAFAH inh: pPAFAH (human) enzyme inhibition. recombinant pPAFAH, FP-rhodamine probe fluorescence polarization. actives 1.5% (n = 330,000). AID 463082. Q13093. inhibition, % at 3.39 µM;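 active means inhibition above the mean inhibition across the screen plus 3 SD, cut at about 25% in these data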;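 further: inhibitors block binding of the rhodamine activity-based probe so polarization drops; 0% = enzyme with DMSO and 100% = wells lacking pPAFAH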
PME-1 inh: blocks human protein phosphatase methylesterase 1. recombinant PME-1, FP-Rh probe fluorescence polarization. inhibition, % at 5.9 µM. actives 0.53% (n = 320,000);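 active means inhibition above the campaign mean of all compounds plus 3 SD, cut at about 26% in these data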;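 further: competitive labeling of PME-1 active site by serine hydrolase directed probe; 0% = PME-1 with DMSO and 100% = wells lacking PME-1 enzyme; inhibitors block probe labeling so polarization falls and inhibition rises; many of its hits are not listed in these tables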
Target sequence (Q9Y570 whole entry, looked up): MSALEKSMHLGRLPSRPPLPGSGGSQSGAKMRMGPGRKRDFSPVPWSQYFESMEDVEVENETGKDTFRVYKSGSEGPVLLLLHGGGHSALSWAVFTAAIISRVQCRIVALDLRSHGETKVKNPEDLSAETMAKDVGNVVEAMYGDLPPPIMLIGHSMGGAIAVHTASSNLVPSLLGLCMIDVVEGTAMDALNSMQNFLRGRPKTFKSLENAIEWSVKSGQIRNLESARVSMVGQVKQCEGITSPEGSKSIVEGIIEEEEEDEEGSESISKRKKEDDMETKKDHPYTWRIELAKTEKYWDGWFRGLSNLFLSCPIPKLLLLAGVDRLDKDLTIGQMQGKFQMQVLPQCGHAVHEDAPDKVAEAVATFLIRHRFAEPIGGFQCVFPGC
PAD4 FP inh: PAD4 (human) enzyme inhibition | Q9UM07 | recombinant PAD4, RCA probe fluorescence polarization | inhibition, % at 6.36 µM | actives 0.41% (n = 330,000);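 active means percent inhibition above a cutoff equal to the mean of all tested compounds plus 3 SD, cut at about 15% in these data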;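 further: 0% = PAD4 with RCA probe and DMSO and 100% = probe without PAD4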
PAFAH1B3 FP inh: PAFAH1B3 (human) inhibition. Q15102. recombinant PAFAH1B3, FP-rhodamine probe, fluorescence polarization. inhibition, % at 3.39 µM. actives 0.28% (n = 340,000);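 active means inhibition above the screen-wide average of all tested compounds plus 3 SD, cut at about 25% in these data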;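 further: 0% = enzyme with DMSO only and 100% = wells lacking PAFAH1B3 protein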
LYPLA1 counter: LYPLA1 (human) inhibition in PME1 counter-screen. O75608. recombinant LYPLA1, FP-Rh probe fluorescence polarization. inhibition, % at 5.9 µM. actives 0.16% (n = 320,000);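 active means inhibition above the mean of all tested compounds plus 3 SD, set per campaign, cut at about 14% in these data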;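 further: inhibitors block serine hydrolase probe labeling of LYPLA1 so polarization falls; 0% = enzyme with DMSO and 100% = wells lacking LYPLA1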
Target sequence (O75608 whole entry, looked up): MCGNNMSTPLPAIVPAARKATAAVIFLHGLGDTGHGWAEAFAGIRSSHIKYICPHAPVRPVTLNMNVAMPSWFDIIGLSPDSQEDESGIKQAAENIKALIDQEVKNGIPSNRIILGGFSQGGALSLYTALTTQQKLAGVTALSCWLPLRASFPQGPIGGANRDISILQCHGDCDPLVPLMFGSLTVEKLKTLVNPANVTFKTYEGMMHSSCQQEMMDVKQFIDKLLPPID
PAFAH1B2 inh: PAFAH1B2 (human) inhibition; P68402; recombinant PAFAH1B2, FP-rhodamine activity probe, fluorescence polarization; inhibition, % at 3.39 µM; actives 1.2% (n = 340,000); AID 492953;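 active means inhibition above the mean of all tested compounds plus 3 SD, cut at about 24% in these data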;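 further: 0% = enzyme with DMSO and 100% = wells lacking PAFAH1B2; many of its hits are not listed in these tables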
LYPLA2 inh: counter-screen for PME1 inhibitors: inhibitors of human LYPLA2. O95372. recombinant LYPLA2, FP-Rh probe fluorescence polarization. inhibition, % at 5.9 µM. actives 0.38% (n = 320,000). AID 2177;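 active means inhibition above the screen-wide mean plus 3 SD, limit set per campaign, cut at about 26% in these data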;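 further: 0% = LYPLA2 with DMSO and 100% = wells lacking LYPLA2 enzyme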
Target sequence (O95372 whole entry, looked up): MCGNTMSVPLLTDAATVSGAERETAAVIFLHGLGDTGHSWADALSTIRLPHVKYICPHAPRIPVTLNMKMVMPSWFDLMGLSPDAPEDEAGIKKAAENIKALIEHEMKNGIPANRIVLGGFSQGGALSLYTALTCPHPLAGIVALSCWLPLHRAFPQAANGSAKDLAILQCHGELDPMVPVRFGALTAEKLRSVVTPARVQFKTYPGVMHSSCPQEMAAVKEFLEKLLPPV
PREPL inh: human PREPL enzyme inhibition; actives 0.68% (n = 320,000); recombinant PREPL, fluorescence polarization activity-based probe; inhibition, % at 5.96 µM; in the data active means inhibition above about 43%;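 further: 0% = enzyme with DMSO and 100% = wells lacking enzyme; many of its hits are not listed in these tables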
GSTO1 inh: blocks human GSTO1 in RBBP9 counter-screen | P78417 | recombinant GSTO1, activity-based probe fluorescence polarization | inhibition, % at 5.96 µM | actives 1.1% (n = 300,000);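 active means inhibition above the campaign mean inhibition plus 3 SD, cut at about 35% in these data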;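 further: 0% = GSTO1-1 with DMSO and 100% = wells lacking GSTO1-1 enzyme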
Target sequence (P78417 whole entry, looked up): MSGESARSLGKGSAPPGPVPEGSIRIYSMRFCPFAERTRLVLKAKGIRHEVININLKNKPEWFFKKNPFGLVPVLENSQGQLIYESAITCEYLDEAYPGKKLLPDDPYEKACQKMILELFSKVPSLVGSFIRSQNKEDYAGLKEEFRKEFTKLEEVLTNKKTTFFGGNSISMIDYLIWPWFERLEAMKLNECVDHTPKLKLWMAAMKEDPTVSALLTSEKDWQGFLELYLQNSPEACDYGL
Active calls of the source: *; x = no result given. The list is partial; the hit share may differ from the screen's.

entry	Molecule	pPAFAH inh	PME-1 inh	PAD4 FP inh	PAFAH1B3 FP inh	LYPLA1 counter
1	COC(=O)CNC(=O)C12CC3CC(C1)CC(c1ccc(C)cc1)(C3)C2	5	-5	5	8	0
2	COc1cccc(CNc2nc3nc4c(c(=O)n3[nH]2)CCC4)c1	3	3	1	0	-4
3	Cc1nc2sc(C(c3cccc(F)c3)N3CC(C)OC(C)C3)c(O)n2n1 (configuration not stated)	-3	3	-6	8	0
4	O=C(CSc1nnc(NC(=O)c2ccco2)s1)NCc1ccc2c(c1)OCO2	2	-2	6	8	0
5	O=C(Cn1cc(C(=O)C2CC2)c2ccccc21)NC1CCCC1	6	2	2	7	-4
6	COc1ccc(NC(=O)C2CCCN(C(=O)Nc3ccc(OC)cc3)C2)cc1 (configuration not stated)	1	-1	0	3	-2
7	OCCC1CN(Cc2cccn2-c2ccccn2)CCN1C1CCCCC1 (configuration not stated)	1	9	3	4	2
8	O=C1C=C(c2cc3ccccc3s2)C[C@@H](c2ccc(F)cc2)C1	-4	-12	0	5	-3
9	CCOc1cc(/C=N/NC(=O)CCn2nnc3ccccc32)ccc1O	-3	0	-5	10	-2
10	O=C(C[C@@H]1C/C=C\C[C@@H](Cc2ccc(F)cc2)C(=O)OC[C@@H](Cc2c[nH]c3ccccc23)NC1=O)NCCO	25*	x	-1	6	x
11	O=C(Nc1cc(-c2nc3ncccc3o2)ccc1Cl)c1cccs1	-1	-2	-1	0	-2
12	COc1ccc(-c2ccc(SCC(=O)c3cccs3)nn2)cc1OC	-5	-2	2	1	-2
13	O=C(CCN1CCCCC1=O)NC1CCCc2c1cnn2-c1ccccc1F (configuration not stated)	4	3	5	-4	1
14	NNC(=O)/C(=C/c1cccs1)NC(=O)c1ccccc1Cl	0	1	-4	-3	2
15	S=c1[nH]nc(-c2ccco2)n1/N=C/c1cccc(Cl)c1Cl	20	19	4	12	4

entry	PAFAH1B2 inh	LYPLA2 inh	PREPL inh	GSTO1 inh
1	-2	-3	-6	4
2	1	-7	4	2
3	-3	-10	8	-4
4	-2	1	11	-6
5	4	0	0	3
6	3	-4	1	6
7	6	2	14	1
8	-3	9	3	x
9	1	-6	12	1
10	21	x	54*	x
11	6	4	-5	-6
12	-5	-1	-8	-6
13	1	1	19	-2
14	1	-2	6	10
15	8	0	5	24

Additional entries:
entry	Molecule	pPAFAH inh	PME-1 inh	PAD4 FP inh	PAFAH1B3 FP inh	LYPLA1 counter
16	COc1ccc(-n2nc([N+](=O)[O-])c(=NCCc3cccc(C)c3)n2O)cc1	7	-7	-4	-1	2
17	CCn1cc(C(=O)OCC(=O)Nc2ccc(C(C)C)cc2)c(=O)c2ccc(C)nc21	2	-1	1	5	0
18	CC(C)NC(=O)c1sc(=S)n2c1[nH]c(=O)c1ccc(C(=O)NCCc3ccc(Cl)cc3)cc12	17	19	5	12	4
19	O=C(NS(=O)(=O)c1ccc(NC(=O)C2CCCO2)cc1)c1ccccc1 (configuration not stated)	-6	-8	-7	-7	1
20	Cc1ccccc1NC(=O)n1ncc2cc(Cl)ccc21	0	-4	2	7	2
21	c1ccc(CNc2nc(NCc3ccco3)nc(N3CCOCC3)n2)cc1	8	2	-1	2	-1
22	Cc1nnc(N/N=C/c2ccccn2)[nH]c1=O	-5	-8	0	-5	2
23	O=C1c2ccccc2C(=O)N1CCc1nc(-c2cccnc2)no1	6	6	3	6	-2
24	O=C(O)c1cc(-c2cccnc2)nc2ccccc12	1	2	-4	-2	1
25	O=C(NCCC1CCCCN1S(=O)(=O)c1ccc(F)cc1)C(=O)NC1CCCC1 (configuration not stated)	12	10	-1	4	6
26	CC1/C(=N/O)CC(c2ccccc2)NC1c1ccccc1 (configuration not stated)	6	1	5	-5	3
27	CCOC(=O)c1cc(C#N)c(N2CCCCC2)nc1-c1ccccc1	4	1	-4	8	0
28	COCCOc1cc2ncnc(N3CCC(C(=O)O)CC3)c2cc1OCCOC	-1	1	-3	9	0
29	Cc1ccc(N(CC(=O)NC2CCCC2)C(=O)c2nsc(Cl)c2Cl)cc1	2	2	2	7	1
30	CN(C(=O)c1ccc(-c2nn(C)c(=O)c3ccccc23)cc1)C1CCCCC1	3	1	-4	5	5

entry	PAFAH1B2 inh	LYPLA2 inh	PREPL inh	GSTO1 inh
16	-1	5	9	2
17	6	4	16	3
18	15	20	70*	-15
19	1	-2	4	-3
20	11	-4	0	1
21	0	3	7	1
22	2	3	4	6
23	3	-1	-1	-2
24	4	3	-8	15
25	5	9	1	-4
26	5	-8	6	8
27	2	2	-11	5
28	-3	2	16	-9
29	2	1	-2	-1
30	6	3	0	7

(more compounds)
entry	Molecule	pPAFAH inh	PME-1 inh	PAD4 FP inh	PAFAH1B3 FP inh	LYPLA1 counter
31	COc1ccc(NC2=NC(=S)N(c3ccc(C)cc3)C23CCCCC3)cc1	-7	-3	9	8	-5
32	COC(=O)c1ccc(N2CCN(C)CC2)c(NC(=O)COc2ccc(OC)cc2)c1	2	0	1	-8	1
33	COc1cc2ncnc(NCc3ccc(Cl)cc3)c2cc1OC	6	9	0	-3	-5
34	CCCCN(CC)CCNC(=O)CNC(=O)Cn1ccc2ccccc2c1=O	0	0	0	10	-1
35	C/C(=N\O)C(=O)Nc1ccccc1	3	1	6	7	0
36	CC(C)Oc1ccc(/C=C(\C#N)C(=O)NC2CC2)cc1	1	6	-4	3	2
37	COc1ccccc1OCCn1c(C(C)O)nc2ccccc21 (configuration not stated)	4	3	-3	9	1
38	COc1ccc(-c2oc3ccc(N4CCOCC4)cc3c2C#CC2(O)CCCCC2)cc1	8	6	-5	-1	-7
39	O=C1CN(C(=O)c2ccco2)C(c2ccccc2)c2cc(Cl)ccc2N1 (configuration not stated)	4	9	5	-1	0
40	CCCn1c(CN2CCN(C(=O)c3ccco3)CC2)nc2c1c(=O)n(C)c(=O)n2C	3	1	-4	-3	-2
41	CCOC(=O)c1c(C)n(-c2ccc(C)cc2)c2ccc(OCC(O)CNCC3CCCO3)cc12 (configuration not stated)	71*	3	-2	5	0
42	Cc1ccc(NC(=S)NCc2ccccc2Cl)c(C)c1	13	-3	-4	7	2
43	CCCOC(=O)CCn1c(=S)oc2ccccc21	-1	4	0	-4	-2
44	CC(C)(C)c1ccc(C(=O)NCC(=O)OCC(=O)N2CCN(S(=O)(=O)c3ccc(Cl)cc3)CC2)cc1	12	-1	2	6	-1
45	COCCc1nc2ccc(C(=O)NCc3cccc(-n4cccn4)c3)cc2o1	2	-1	0	8	2

entry	PAFAH1B2 inh	LYPLA2 inh	PREPL inh	GSTO1 inh
31	3	-2	1	11
32	5	-3	-6	-3
33	21	4	-14	-3
34	3	0	7	-2
35	6	9	10	5
36	1	8	9	-9
37	-1	1	-4	-1
38	1	-8	22	1
39	6	6	11	1
40	-1	-1	-3	-2
41	5	4	29	5
42	-2	3	6	0
43	-1	-3	-5	4
44	15	-3	7	6
45	1	6	13	-1

(more compounds)
entry	Molecule	pPAFAH inh	PME-1 inh	PAD4 FP inh	PAFAH1B3 FP inh	LYPLA1 counter
46	COc1ccccc1C(=O)Nc1cccc2cccnc12	1	-5	2	8	-4
47	CCN(CC(=O)Nc1sc2c(c1C#N)CCC(C)C2)CC(=O)NC1CCS(=O)(=O)C1 (configuration not stated)	24	-5	-4	9	-2
48	COC(=O)c1c(NC(=O)CN2CCN(C(=O)c3ccco3)CC2)c2c(C)cccc2n1C	3	-8	-3	1	-3
49	CCOc1ccc(NC(=S)Nc2ccc(OCC)cc2)cc1	-2	-7	-12	1	-2
50	NC(=O)C[C@H]1NC(=O)[C@H](CCC(=O)O)NC(=O)c2cc([N+](=O)[O-])cc(I)c2NCCC[C@@H](C(N)=O)NC1=O	10	0	2	6	-3
51	CCOC(=O)c1ccc(NC(=O)C(CC)(CC)C(=O)OCC)cc1	13	-3	-1	3	1
52	O=C(Oc1ccc(/C=N/NC(=O)c2ccccn2)cc1)c1ccc(Br)cc1	4	2	-2	6	0
53	CCn1c(C)cc(/C=C2/SC(=O)N(CC(=O)N3CCCC3)C2=O)c1C	4	1	1	1	1
54	COc1ccc(CCNC(=O)c2cc(C3CC3)nc3c2cnn3C(C)C)cc1	1	-10	-7	2	4
55	S=c1[nH]nc(Cn2c(-c3ccccn3)nc3ccccc32)n1-c1ccc2c(c1)OCCO2	2	-4	1	0	-1
56	Cc1ccc(NC(=S)NC(=O)c2cncc(Br)c2)c(C)c1	2	1	5	x	-5
57	COc1ccc2nc(SCC(=O)Nc3ccc4c(c3)OCCO4)[nH]c2c1	10	4	0	4	-2
58	CNC(=O)c1ccc(OCc2ccccc2)c(OC)c1	6	1	1	-1	0
59	Cc1cc2nc(CS)[nH]c2cc1C	5	5	-1	2	-6
60	CCCCOC(=O)Nc1nnc(Cc2ccc(Cl)cc2)s1	-4	-7	-2	-4	-2

entry	PAFAH1B2 inh	LYPLA2 inh	PREPL inh	GSTO1 inh
46	4	-5	-9	-3
47	1	-3	8	-2
48	2	-1	4	3
49	4	-1	14	1
50	-2	0	1	-15
51	4	1	-1	10
52	-3	4	-3	2
53	8	7	3	-4
54	3	-3	7	x
55	7	0	8	2
56	x	1	2	4
57	1	-1	16	8
58	8	8	10	-9
59	7	-4	10	-1
60	3	-5	7	1

Next section.
entry	Molecule	pPAFAH inh	PME-1 inh	PAD4 FP inh	PAFAH1B3 FP inh	LYPLA1 counter
61	CCOC(=O)c1c(NCCN(C)C)c2ccccc2[nH]c1=O	1	-5	-1	6	-2
62	O=C(Nc1nnc(S(=O)(=O)N2CCCCCC2)s1)c1ccc(Cl)cc1	9	6	3	15	1
63	CC(=O)O[C@H]1C(=O)[C@@]2(C)[C@H]([C@H](OC(=O)c3ccccc3)[C@]3(O)C[C@H](OC(=O)[C@H](O)C(NC(=O)c4ccccc4)c4ccccc4)C(C)=C1C3(C)C)[C@]1(OC(C)=O)CO[C@@H]1C[C@@H]2O (some centres not stated)	-1	-4	-1	6	-3
64	CC(C)[C@H](NC(=O)N1c2ccccc2NC(=O)[C@@H]1C(C)C)C(=O)N1CCC[C@H]1C(=O)O	-2	4	5	3	1
65	Cc1cnc(C(=O)OCC(=O)N2c3ccccc3NC(=O)C2(C)C)cn1	3	-7	-2	-1	-2
66	CC(=O)c1ccc(N2CCN(CC3CCCCC3)CC2)cc1	6	-3	4	-5	-2
67	CC(C)C(NC(=O)c1ccc2c(c1)OCCO2)c1nc2ccccc2[nH]1 (configuration not stated)	6	7	-4	-2	5
68	O=C(NCCNC(=O)c1ccc(Cl)cc1Cl)c1cnccn1	-2	0	-1	-1	-2

entry	PAFAH1B2 inh	LYPLA2 inh	PREPL inh	GSTO1 inh
61	6	-4	12	-9
62	-9	5	0	-12
63	6	-4	10	2
64	2	10	0	7
65	3	0	3	0
66	0	1	3	-3
67	1	5	9	3
68	-3	-2	7	1

Single records, from the list above:
Listed for CC(C)[C@H](NC(=O)N1c2ccccc2NC(=O)[C@@H]1C(C)C)C(=O)N1CCC[C@H]1C(=O)O : pPAFAH inh = -2; PME-1 inh = 4; PAD4 FP inh = 5; PAFAH1B3 FP inh = 3; LYPLA1 counter = 1; PAFAH1B2 inh = 2; LYPLA2 inh = 10; PREPL inh = 0; GSTO1 inh = 7
Listed for CC(=O)O[C@H]1C(=O)[C@@]2(C)[C@H]([C@H](OC(=O)c3ccccc3)[C@]3(O)C[C@H](OC(=O)[C@H](O)C(NC(=O)c4ccccc4)c4ccccc4)C(C)=C1C3(C)C)[C@]1(OC(C)=O)CO[C@@H]1C[C@@H]2O (some centres not stated) : pPAFAH inh = -1; PME-1 inh = -4; PAD4 FP inh = -1; PAFAH1B3 FP inh = 6; LYPLA1 counter = -3; PAFAH1B2 inh = 6; LYPLA2 inh = -4; PREPL inh = 10; GSTO1 inh = 2

Screening data deposited in PubChem by The Scripps Research Institute Molecular Screening Center.
